GLA spleen mod – inhibitors or activators of human alpha-galactosidase in spleen homogenate | hit rate 0.008% among 240,000 | P06280 | human spleen homogenate, 4MU-alpha-Gal fluorescence, 40 min | Potency, µM (series often up to 80 µM), without a hit: at the top dose activity change, negative = inhibition, most hits filed as inhibitors;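 further: potency means the concentration at half of the fitted maximal effect; 0% = enzyme with vehicle and -100% = no enzyme basal signal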
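Human spleen homogenate (1 ug) as enzyme source, 4-methylumbelliferyl-alpha-D-galactopyranoside 1 mM final, citrate/phosphate pH 5.0 with 0.01% Tween-20. Compounds 40 min at 37C, NaOH/glycine stop; fluorescence Ex 365/Em 440, Hill-fit AC50.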
NPSR antagonist – blocks cAMP signaling of the human neuropeptide S receptor. hit rate 1% among 220,000. Q6W5P4. AID 1461. CHO-NPSR cells, cAMP TR-FRET, antagonist mode. Potency, µM (highest dose often 38.3 µM), without a hit: at the highest dose activity change, negative = inhibition, most hits filed as inhibitors; further: potency means the concentration at half of the fitted maximal effect; on the % scale 0 is the no-effect control and ±100 the full control effect; nearly all actives have a fitted effect of over 50% in size; many of its hits are not listed in these tables
Target sequence (Q6W5P4 whole entry, looked up): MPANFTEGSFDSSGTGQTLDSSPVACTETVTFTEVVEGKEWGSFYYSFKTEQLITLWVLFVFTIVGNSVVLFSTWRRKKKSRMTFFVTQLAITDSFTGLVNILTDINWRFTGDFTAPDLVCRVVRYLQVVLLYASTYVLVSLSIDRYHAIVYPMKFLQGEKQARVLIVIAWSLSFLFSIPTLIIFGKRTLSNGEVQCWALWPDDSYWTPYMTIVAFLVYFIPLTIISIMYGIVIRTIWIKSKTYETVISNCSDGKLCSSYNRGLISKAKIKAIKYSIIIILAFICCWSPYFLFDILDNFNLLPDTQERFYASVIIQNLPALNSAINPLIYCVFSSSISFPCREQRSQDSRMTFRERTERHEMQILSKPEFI
TR SRC2 fluor cs – counter-screen for TRb-SRC2 inhibitors: fluorescence interference; TRb/SRC2 Texas Red total fluorescence interference; Potency, µM (doses to about 106 µM), inactives show top-dose fluorescence change, negative = quenching; hit rate 0.29% among 280,000; active means well fitted curve in either direction with a large enough effect; inconclusive means small, poorly fitted or top-dose-only effect; further: potency means the concentration at half of the fitted maximal effect; on the % scale 0 is the no-effect control and ±100 the full control effect
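Human TRb ligand-binding domain at 0.6 uM with 20 nM Texas Red SRC2 peptide in Tris buffer containing 1 uM T3 and 5% DMSO, incubated with compound 5 h at ambient temperature. Total fluorescence (555/632 nm) calculated as parallel + 2 × perpendicular.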
CBFb RUNX1 block – CBF-beta/RUNX1 interaction disruption; Potency, µM (series often up to 59.8 µM), for inactives: at the highest dose activity, negative = inhibition, usual class: inhibitors; AlphaScreen CBFb-His/RUNX1-biotin binding, biochemical; Q01196+Q13951; 230,000 tested, under 10 active; further: % of control where 0% means no effect
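Proteins preincubated together for 20 min at RT before compound addition; 15 min later, nickel and streptavidin beads were added and left 90 min prior to AlphaScreen measurement.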
Tau fluor counter – counter-screen for tau fibril formation inhibitors. hit rate 0.93% among 280,000. Potency, µM (top dose mostly 57.7 µM), without a hit: at the highest dose activity change, negative = decrease. tau K18 P301L (four-repeat tau fragment) Alexa594 fluorescence, heparin fibrillization; further: potency means the concentration at half of the fitted maximal effect; on the % scale 0 is the no-effect control and ±100 the full control effect; nearly all actives have a fitted effect of over 55% in size
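Human K18 P301L tau (15 uM unlabeled plus 0.24 uM Alexa 594-labeled, final) in 100 mM sodium acetate pH 7 was mixed with compound and 20 uM heparin and incubated 6 hr at 37 C.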
TRb SRC2 PPI – inhibitors of human thyroid hormone receptor beta-SRC2 interaction. P10828. TRbeta-SRC2 peptide binding, fluorescence polarization; receptor liganded with 1 µM T3. Potency, µM (doses to about 106 µM), for the others: top-dose activity change, negative = inhibition, hits mostly inhibitors. hit rate 0.065% among 280,000. AID 1469;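 further: potency means the concentration at half of the fitted maximal effect; plate controls were bound peptide for no effect and peptide without receptor for full effect; nearly all actives have a fitted effect of over 50% in size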
Target sequence (P10828 whole entry, looked up): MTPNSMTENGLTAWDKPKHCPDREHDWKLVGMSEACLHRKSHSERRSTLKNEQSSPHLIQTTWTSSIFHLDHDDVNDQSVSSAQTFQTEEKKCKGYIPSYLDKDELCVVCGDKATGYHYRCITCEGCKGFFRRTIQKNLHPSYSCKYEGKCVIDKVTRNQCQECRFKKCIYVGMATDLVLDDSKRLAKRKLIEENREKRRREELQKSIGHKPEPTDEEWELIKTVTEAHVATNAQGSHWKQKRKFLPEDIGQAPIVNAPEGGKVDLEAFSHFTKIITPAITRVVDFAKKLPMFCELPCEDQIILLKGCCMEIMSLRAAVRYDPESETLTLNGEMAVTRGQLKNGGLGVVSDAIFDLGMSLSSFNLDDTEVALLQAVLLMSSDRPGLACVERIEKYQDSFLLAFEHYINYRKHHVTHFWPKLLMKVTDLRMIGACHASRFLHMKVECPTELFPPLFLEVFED
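Human TRb ligand-binding domain (0.6 uM) is mixed with 20 nM Texas Red SRC2 peptide and 1 uM T3; after compound addition and 5 hr at ambient temperature, polarization is measured and normalized to unbound and bound controls.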
Epigenetic reg – regulators of epigenetic silencing causing reporter derepression in mouse cells | murine LDR cells, GFP reporter derepression, 30 h | Potency, µM (top dose mostly 53.9 µM), without a hit: at the highest dose GFP activation, usual class: activators | hit rate 0.2% among 280,000; further: potency means the concentration at half of the fitted maximal effect; % of control where 0% means no effect; nearly all actives have a fitted effect of over 60% in size
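Murine LDR cells bearing a silenced CMV-driven GFP reporter were exposed to compound for 30 h at 37 C. After PBS washes, GFP-positive cells (20-120 um objects) counted by laser-scanning microplate cytometry.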
Tau FP inhib – blocks human tau fibril formation measured by polarization; Potency, µM (highest dose often 57.7 µM), inactives show at the highest dose activity, negative = inhibition, hits mostly inhibitors; AID 1468; hit rate 0.39% among 280,000; P10636; K18 P301L tau heparin fibrillization, Alexa594 FP, 6 h; further: potency means the concentration at half of the fitted maximal effect; on the % scale 0 is the no-effect control and ±100 the full control effect; nearly all actives have a fitted effect of over 55% in size
Target sequence (P10636 561-689 P618L limits assumed): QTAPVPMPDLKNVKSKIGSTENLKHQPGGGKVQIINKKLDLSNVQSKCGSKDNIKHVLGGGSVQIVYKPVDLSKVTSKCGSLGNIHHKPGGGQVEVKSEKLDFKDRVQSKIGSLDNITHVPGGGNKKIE
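Quantitative HTS format: compounds meet 15 uM recombinant K18 P301L tau and Alexa 594-tau tracer in 100 mM sodium acetate pH 7; 20 uM heparin triggers fibrillization at 37 C over 6 hr; FP gives the signal.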
The depositor's hits bear a star; u = inconclusive; x = not tested or not shown; [ ] = dose if it differs, or a comment. Unless noted, the call rests on the fitted dose curve; in most records, active means well fitted curve in the direction sought with a large enough effect; inconclusive means small, poorly fitted or top-dose-only effect, or another doubt; inactive means no such curve, though single readings can be large; an effect the other way counts as inactive or inconclusive. This is a subset, so the mix of outcomes need not match the whole.

| SMILES | GLA spleen mod | NPSR antagonist | TR SRC2 fluor cs | CBFb RUNX1 block | Tau fluor counter | TRb SRC2 PPI | Epigenetic reg | Tau FP inhib |
| --- | --- | --- | --- | --- | --- | --- | --- | --- |
| Nc1cc(C(=O)N2CCCC2)cc(C(=O)N2CCCC2)c1 | 2% | 0%[46.1 µM] | 0% | 3% | 5% | 1% | -0.8% | 4% |
| CCc1ccc(NC(=O)C2CCCN2S(=O)(=O)c2cccc3nsnc23)cc1 (stereo not given) | x | x | 2% | x | -12% | -7% | -1.1% | 4% |
| COc1ccc(COCC(O)CN2CCC(CN3C(=O)c4cccc5cccc(c45)C3=O)CC2)cc1OC (stereo not given) | 2% | 13% | -1% | -4% | 2% | -4% | -2.2% | 0% |
| Cc1sc(NC(=O)c2ccccc2)c(C(=O)N2CCN(C)CC2)c1C | 1% | -3%[46.1 µM] | 1% | 6% | -2% | -4% | 0.0% | -2% |
| COc1cc2c(cc1OC)C1C/C(=N\O)C(CC(C)C)CN1CC2 (stereo not given) | 5% | -1%[46.1 µM] | 0% | -1% | 5% | 1% | -1.2% | 5% |
| CC1CC(C)CN(S(=O)(=O)c2ccc3c(c2)n(C)c(=O)c(=O)n3C)C1 (stereo not given) | 2% | u | -1% | 3% | -7% | 4% | 1.2% | 0% |
| CCn1c(CC(=O)Nc2ccc(Cl)c(Cl)c2)nnc1SCc1ccc(Cl)cc1 | -1% | -2%[46.1 µM] | -5% | 3% | 0% | -2% | -1.0% | -2% |
| Cc1cccc(Cn2c(=O)n(-c3ccc(Cl)c(Cl)c3)c(=O)c3c(C)c(C)sc32)c1 | x | x | 4% | x | 2% | 2% | 1.8% | -3% |
| CN(C)CCP(=O)(c1ccccc1)c1ccccc1 | -1% | 11% | -1% | -1% | 3% | 1% | -0.8%[10.1 µM] | -2% |
| CN(C)C(=S)NC1CCS(=O)(=O)C1 (stereo not given) | -4% | 9% | -1% | 5% | -1% | -2% | -0.6% | -2% |
| CSCCC(NC(=O)/C(=C/c1ccc2c(c1)OCO2)NC(=O)c1cccc([N+](=O)[O-])c1)C(=O)O (stereo not given) | 10% | 18% | -1% | -8% | -14% | -2% | 0.5% | 3% |
| CC(C)(C)N1CC2(c3ccccc3)CN(C(C)(C)C)CC(c3ccccc3)(C1)C2=O | -26% | -10%[46.1 µM] | 2% | -5% | -3% | -15% | 1.5% | -4% |
| CC(=O)Nc1ccc(S(=O)(=O)Nc2cc(C)ccn2)cc1 | 11% | 8% | 1% | 5% | 8% | 9% | -1.5% | 3% |
| CCOc1ccccc1NC(=O)Cn1c(=O)c2ccccc2n(CC)c1=O | -2% | -7%[46.1 µM] | 3% | -3% | -4% | -5% | -1.0% | 5% |
| C=CCn1cnc2c(nnn2-c2ccc(OC)c(OC)c2)c1=O | -10% | 10% | 1% | -14% | 5% | 0% | 0.9% | 8% |
| Cc1cc(C)cc(NS(=O)(=O)c2ccc(Oc3ncc(C(F)(F)F)cc3Cl)cc2)c1 | 4% | 6%[46.1 µM] | -2% | 16% | u | 2% | 8.5% | u |
| COc1ccccc1NC(=O)NCC(=O)Nc1ccc(F)c(F)c1 | -1% | -3%[46.1 µM] | -8% | -1% | -10% | -5% | 2.0% | -2% |
| Cn1c(NN)nc2ccccc2c1=O | -4% | -17% | 0% | 2% | -26% | -2% | 0.1% | -15% |
| CCOc1ccc(-c2nc(CSc3nnc(C)s3)cs2)cc1OC | -4% | -14%[46.1 µM] | -6% | 4% | -9% | -4% | 0.1% | 14% |
| CCNC(=O)NC(=O)C(C)SCc1ccccc1C (stereo not given) | -8% | -13%[46.1 µM] | -2% | 4% | 3% | 5% | -0.4% | 0% |
| CC(C)CN(CCNC(=O)c1cn(C)c2ccc(S(=O)(=O)N3CCCCCC3)cc2c1=O)CC(C)C | x | x | 0% | x | -19% | -9% | -2.5% | -8% |
| O=C(c1csc2ccccc12)N1CCN(c2ccc(Cl)c(Cl)c2)CC1 | -10% | -17%[46.1 µM] | -3% | 0% | -16% | 2% | 0.4% | 5% |
| COc1ccc(S(=O)(=O)N(CC(=O)Nc2cccc(C)c2)c2ccc(C)cc2)cc1OC | x | x | 0% | x | u | 1% | -1.1% | -11% |
| Cn1nnc(NC(=O)c2ccc3ccccc3c2)n1 | -23% | 14% | -2% | -4% | 2% | -28% | -1.0% | -2% |
| CCCc1nn2c(=O)cc(COC(=O)c3ccccc3NC(=O)c3cccs3)nc2s1 | x | x | -1% | x | 3% | 1% | -4.2% | 1% |
| CCOC(=O)N1CCC(N2CCCC(CO)(Cc3cccc(OC)c3)C2)CC1 (stereo not given) | -1% | 11% | 0% | -3% | 9% | -11% | 0.2% | -1% |
| CO[C@@H]1COC(=O)C/C=C\[C@H](C)[C@H](OC)COC(=O)[C@H](C)NC(=O)C/C=C\[C@H]1C | -12%[17.5 µM] | x | 2%[11.2 µM] | -2%[13.1 µM] | -5%[11.6 µM] | 0%[11.2 µM] | 0.0%[10.1 µM] | 3%[11.6 µM] |
| Cc1ccc(C(C(=O)NCc2ccc(F)cc2)N(C(=O)c2csnn2)C2CC2)o1 (stereo not given) | 0% | -21%[46.1 µM] | 0% | -2% | -1% | -10% | 3.1% | 1% |
| O=S(=O)(O)c1cccc(N=Nc2c(O)ccc3ccccc23)c1 | 20% | -2% | -15% | u | -23% | -1% | -0.4% | u |
| O=S(=O)(c1cccc2nsnc12)N1CCc2ccccc2C1 | -6% | -3%[46.1 µM] | 0% | -5% | -14% | 5% | -0.9% | -9% |
| CNC(=O)CSc1nc2nc(C)cc(C)n2n1 | 4% | -4%[46.1 µM] | -2% | 2% | -4% | -1% | -3.0% | -4% |
| CCN(C(=O)Cn1c(C(=O)OC)cc2sc(Cl)cc21)c1cccc(C)c1 | x | x | -3% | x | -2% | 0% | 0.0% | -6% |
| COc1cc(OC)c(NS(=O)(=O)c2cc(-c3cnc(C4CC4)o3)ccc2C)cc1Cl | x | x | 0% | x | -28% | 9% | 6.2% | 5% |
| O=C(O)C1C2C=CC3(CN(Cc4ccccn4)C(=O)C13)O2 (stereo not given) | 3% | 8%[46.1 µM] | -2% | 2% | 2% | -7% | -1.1% | 2% |
| O=C(NN1C(=O)C2C3CCC(O3)C2C1=O)c1ccc(Br)o1 (stereo not given) | -20% | 6% | -1% | 5% | 8% | -3% | -6.3% | 8% |
| COCCCNC(=O)c1ccc(Cn2c(=O)c3ccccc3n(CC(=O)Nc3c(C)cccc3C)c2=O)cc1 | x | x | 8% | x | -18% | 6% | 0.0% | u |
| S=C(NCc1ccncc1)Nc1ccc(Cl)cc1Cl | -10% | 11% | -2% | -5% | -3% | 3% | 0.9% | -10% |
| O=C(c1sc2ccccc2c1Cl)N1CCN(c2ncccn2)CC1 | 3% | 9% | -1% | 2% | -1% | 2% | 0.0% | 9% |
| CC1CCN(S(=O)(=O)c2ccc(N3CCCCS3(=O)=O)cc2)CC1 | x | x | -2% | x | 3% | 1% | -4.0% | -8% |
| CCOC(=O)c1cccc(NC(=O)CCn2c(=O)oc3ccccc32)c1 | x | x | 6% | x | -24% | 5% | -0.9% | -9% |
| CCOC(=O)c1c(C)[nH]c(C(=O)OCCOc2ccc(Cl)cc2)c1C | 1% | -19% | -2% | -2% | -19% | -5% | 1.6% | u |
| CC(C)CCNC(=O)C(c1ccco1)N(Cc1cccs1)C(=O)Cn1nnc2ccccc21 (stereo not given) | 2% | u | -2% | 4% | -9% | -7% | -1.0% | -1% |
| Cc1cc(C)c(NC(=O)CSc2nnc(-c3ccncc3)n2Cc2ccco2)c(Cl)c1 | -12% | -14%[46.1 µM] | 7% | -15% | -5% | -15% | 3.6% | -7% |
| O=C(O)CCSCC(=O)Nc1c(C(=O)C2CC2)oc2ccccc12 | 1% | -1%[46.1 µM] | -1% | 6% | -3% | -2% | -1.0% | 0% |
| C[C@@H]1NC(=O)[C@H](CCC(N)=O)NC(=O)c2cc([N+](=O)[O-])cc(I)c2NCC[C@@H](C(N)=O)NC1=O | 18% | 15% | 0% | 4%[2.36 µM] | -25% | -1% | -4.3% | -4% |
| O=C1NC(=S)S/C1=C\c1ccc(SCc2ccccc2)o1 | -2% | -22% | -13% | u | u | 4% | 0.0% | -6% |
| Cn1ccc2c(OCC(=O)NCc3ccc(F)cc3)cccc2c1=O | x | x | -2% | x | 1% | 3% | 5.1% | -7% |
| COc1ccc(C(=O)CCC(=O)O)cc1 | -3% | -13%[46.1 µM] | 0% | -1% | -5% | 8% | -3.5% | 2% |
| CCCCNCCCOc1cccc(Cl)c1 | 0% | 17%[46.1 µM] | -1% | 12% | 8% | -6% | -15% | 0% |
| CCc1c(C)nc(N)n2c(SCC(=O)Nc3ccccc3OC)nnc12 | -11% | -8%[46.1 µM] | -10% | -7% | 5% | 4% | -1.0% | 0% |
| Cc1c(/C=N/NC(=O)c2ccccc2O)c2ccccn2c1C(=O)c1ccc(F)cc1 | -7% | -14% | 0% | -6% | 12% | 2% | -2.0% | 2% |
| COc1ccc(CCNc2c(C)c(C)nc3ncnn23)cc1 | 6% | 3%[46.1 µM] | 1% | -1% | -3% | -6% | 0.0% | 5% |
| COc1ccc(C(=O)N2CC3(CC(c4cccc([N+](=O)[O-])c4)=NO3)C[C@H]2C(=O)NCC(N)=O)cc1 (stereo not given in full) | -5% | 7%[46.1 µM] | -2% | 5% | 3% | -8% | 0.0% | 0% |
| COc1ccc(OCCn2cc(C(=O)c3ccco3)c3ccccc32)cc1 | x | x | 5% | x | u | 11% | 2.9% | u |
| CSCCC(NC(=O)c1ccc(Cl)cc1)C(=O)OCC(C)=O (stereo not given) | -5% | 12% | 1% | 9% | -1% | 6% | 5.1% | 6% |

Compound activity from PubChem BioAssay.
